# Source: PubChem (Sanford-Burnham Center for Chemical Genomics)
# A3A deaminase: human APOBEC3A DNA deaminase inhibition; recombinant A3A, FAM/TAMRA ssDNA deamination fluorescence; inhibition, % at 20 µM; 330,000 compounds, 0.41% hits;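 active = at least 40% inhibition at 20 µM here, with at most 30% in a related deaminase screen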;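 also: plate controls were A3A with DMSO for no effect and wells lacking A3A enzyme for full effect; some results filed as inactive read as strong as hits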
# Target sequence (P31941 whole entry, looked up): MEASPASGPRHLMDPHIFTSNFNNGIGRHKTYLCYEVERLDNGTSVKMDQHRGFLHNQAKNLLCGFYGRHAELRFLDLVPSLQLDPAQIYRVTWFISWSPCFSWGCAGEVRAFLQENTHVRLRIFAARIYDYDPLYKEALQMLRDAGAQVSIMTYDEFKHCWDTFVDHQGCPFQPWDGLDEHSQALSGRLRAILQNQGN
# A3G deaminase: inhibitors of human APOBEC3G DNA deaminase; AID 493012; 330,000 compounds, 0.28% hits; recombinant A3G, ssDNA deamination FAM/TAMRA fluorescence; inhibition, % at 20 µM;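 active = inhibition of at least 40% at 20 µM, with no more than 30% in the related APOBEC3A deaminase screen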;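 also: plate controls were DMSO wells with A3G for no effect and wells lacking A3G enzyme for full effect; some compounds called inactive have numbers as strong as hits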
# EBI2 antag: blocks human EBI2 receptor beta-arrestin signaling; EBI2 beta-arrestin recruitment, luminescence, 7a,25-OHC stimulated; inhibition, % at 5 µM; 360,000 compounds, 0.81% hits; AID 651636; in the data active = inhibition above about 38%;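 also: enzyme fragment complementation signal reports receptor beta-arrestin coupling in cells; 0% = agonist plus DMSO wells and 100% = wells without agonist; some results beyond the cut were filed as inactive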
# Target sequence (P32249 whole entry, looked up, the tested form may be a part): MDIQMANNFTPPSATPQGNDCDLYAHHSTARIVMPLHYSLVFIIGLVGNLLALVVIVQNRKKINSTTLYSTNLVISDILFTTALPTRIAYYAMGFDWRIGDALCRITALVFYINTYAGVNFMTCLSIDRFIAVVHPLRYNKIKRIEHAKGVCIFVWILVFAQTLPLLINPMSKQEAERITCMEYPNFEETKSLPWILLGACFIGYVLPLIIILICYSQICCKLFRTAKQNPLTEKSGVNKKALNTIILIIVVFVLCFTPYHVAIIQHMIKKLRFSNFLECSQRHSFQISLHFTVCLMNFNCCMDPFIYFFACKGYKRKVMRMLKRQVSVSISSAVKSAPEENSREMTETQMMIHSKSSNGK
# CCR6 antag: blocks CCL20-driven beta-arrestin recruitment at human CCR6. inhibition, % at 20 µM. AID 493098. CHO-K1 CCR6 PathHunter beta-arrestin, luminescence, CCL20-stimulated. 340,000 compounds, 0.49% hits. P51684;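 active = compounds whose inhibition of the agonist-driven luminescence signal at 20 µM reaches about 50%, limit read from the data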;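 also: cells stimulated with CCL20 at 14 nM final; plate controls were DMSO with CCL20 for no effect and DMSO without agonist for full effect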
# CXCR6 block: inhibitors of human CXCR6 receptor; 360,000 compounds, 0.36% hits; CHO-K1 PathHunter CXCR6 beta-arrestin, luminescence; inhibition, % at 20 µM; in the data active = inhibition above about 34%, passing the limit was not always enough;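 also: antagonist mode with CXCL16 agonist at 10 nM final; 0% = 10 nM CXCL16 with DMSO and 100% = unstimulated wells without agonist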
# Target sequence (O00574 whole entry, looked up): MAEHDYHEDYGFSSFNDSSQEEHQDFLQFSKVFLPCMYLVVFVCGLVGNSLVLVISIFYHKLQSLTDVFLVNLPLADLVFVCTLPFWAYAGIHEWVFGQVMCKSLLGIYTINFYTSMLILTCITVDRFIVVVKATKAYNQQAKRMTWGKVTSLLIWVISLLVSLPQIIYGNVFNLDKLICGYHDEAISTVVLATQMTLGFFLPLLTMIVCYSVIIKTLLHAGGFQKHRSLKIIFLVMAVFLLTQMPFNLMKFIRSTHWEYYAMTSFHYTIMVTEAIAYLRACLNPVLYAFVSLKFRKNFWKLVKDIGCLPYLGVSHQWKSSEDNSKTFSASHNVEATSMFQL
# GRIN3A LBD mod: NR3A (human) ligand-binding domain modulation. 340,000 compounds, 2.5% hits. NR3A LBD differential scanning fluorimetry, Tm shift; 0% = protein alone, 100% = glycine-bound protein. Tm shift relative to glycine control, % at 25 µM;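 active = melting temperature shift of at least 10% of the positive control shift, at one fixed dose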
# MPTP inh: permeability transition pore inhibition | isolated mouse mitochondria, Ca2+ swelling absorbance, 30 min | inhibition, % at 10 µM | 360,000 compounds, 1.4% hits;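 active = inhibition of 50% or more, scaled per plate between neutral and stimulator controls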;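 also: 0% = DMSO wells given calcium and 100% = 1 mM EGTA wells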
# Gli-Sufu block: antagonists of Gli-Sufu signaling. AID 588413. 340,000 compounds, 0.74% hits. Sufu-KO-LIGHT fibroblasts, Gli luciferase reporter luminescence. inhibition, % at 5 µM;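 active = inhibition above about 55%, limit read from the data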;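 also: 0% = DMSO-treated cells and 100% = wells with medium but no cells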
# An asterisk follows results filed as active; / = not tested or not shown.
# Preview (2 entries):
[1] CCOC(=O)N1CCC(NC(=O)CCc2nc(-c3ccc(C)cc3)no2)CC1
[2] O=C(NC1CCN(Cc2ccccc2)CC1)C1CCN(S(=O)(=O)c2cccc3nsnc23)CC1
Compound,1,2
A3A deaminase,2,-2
A3G deaminase,6,0
EBI2 antag,-14,-4
CCR6 antag,1,7
CXCR6 block,1,-2
GRIN3A LBD mod,2,0
MPTP inh,-2.4,-0.6
Gli-Sufu block,4,59*

# Results (from the top)
[1] CCOC(=O)N1CCC(NC(=O)CCc2nc(-c3ccc(C)cc3)no2)CC1
[2] O=C(NC1CCN(Cc2ccccc2)CC1)C1CCN(S(=O)(=O)c2cccc3nsnc23)CC1
[3] COc1cc2c(cc1OC)C(C)N(S(=O)(=O)c1cn(C)c(C)n1)CC2 (centres undefined)
[4] CCCc1cc(=O)[nH]c(SCC(=O)c2cc(C)n(-c3cc(C)on3)c2C)n1
[5] COc1ccc(OC)c(NC(=O)Cn2cc(C(=O)c3ccco3)c3ccccc32)c1
[6] CCOC(=O)c1cccc(NC(=O)CSc2nc3ccccc3c(=O)n2CCOC)c1
[7] Cc1sc2nc(CSC(C)C(=O)N(C)CC(=O)Nc3ccccc3C(F)(F)F)[nH]c(=O)c2c1C (centres undefined)
[8] Clc1ccc(CN2C3=NCCN3c3ccccc32)cc1Cl
Compound,1,2,3,4,5,6,7,8
A3A deaminase,2,-2,2,-2,-4,-1,-4,0
A3G deaminase,6,0,-2,-7,-3,-7,-9,-4
EBI2 antag,-14,-4,-20,4,21,19,-7,5
CCR6 antag,1,7,3,4,13,18,-8,13
CXCR6 block,1,-2,6,0,-6,-1,9,2
GRIN3A LBD mod,2,0,-1,0,-1,-21,1,-2
MPTP inh,-2.4,-0.6,1.7,-1.1,1.7,5.9,6.9,-1.1
Gli-Sufu block,4,59*,6,-15,-2,11,5,11

[9] CC(C)(C)NC(=O)CSc1nc(-c2ccccc2)cc(=O)[nH]1
[10] Cn1c2ccccc2c(=O)c2c(=O)n(Cc3ccco3)c(COc3ccccc3)nc21
[11] CN(C)/C=C(\C=O)c1ncc(C(F)(F)F)cc1Cl
[12] COC(=O)c1ccc(C)c(NC(=O)CCc2cc(OC)c(OC)c(OC)c2)c1
[13] Cc1cc(C(=O)CSc2nnc3c(Cl)cc(Cl)cn23)c(C)n1C
[14] COCCn1c(SCC(=O)NCCCN2CCCC2=O)nc2sc3c(c2c1=O)CCCC3
[15] Cc1c(C)c2ccc(O)c(CN3CCN(C)CC3)c2oc1=O
[16] CCOC(=O)CC(=O)CSc1nc2ccccc2c(=O)n1-c1ccc(C(=O)N2CCOCC2)cc1
Compound,9,10,11,12,13,14,15,16
A3A deaminase,1,21,0,5,-1,/,-7,3
A3G deaminase,-4,53*,-3,-2,-4,/,-9,-4
EBI2 antag,3,0,-9,3,1,0,-7,0
CCR6 antag,12,6,2,5,31,-8,4,10
CXCR6 block,-4,-8,3,2,2,7,3,0
GRIN3A LBD mod,-1,-1,1,-3,3,2,-1,0
MPTP inh,0.8,1.1,-0.6,1.8,1.7,-0.8,-0.2,-0.6
Gli-Sufu block,-5,1,-3,-3,-5,4,5,0

# 12 compounds already listed, ordered by number of heavy atoms, low to high.
[11] CN(C)/C=C(\C=O)c1ncc(C(F)(F)F)cc1Cl
[8] Clc1ccc(CN2C3=NCCN3c3ccccc32)cc1Cl
[9] CC(C)(C)NC(=O)CSc1nc(-c2ccccc2)cc(=O)[nH]1
[13] Cc1cc(C(=O)CSc2nnc3c(Cl)cc(Cl)cn23)c(C)n1C
[3] COc1cc2c(cc1OC)C(C)N(S(=O)(=O)c1cn(C)c(C)n1)CC2 (centres undefined)
[4] CCCc1cc(=O)[nH]c(SCC(=O)c2cc(C)n(-c3cc(C)on3)c2C)n1
[12] COC(=O)c1ccc(C)c(NC(=O)CCc2cc(OC)c(OC)c(OC)c2)c1
[5] COc1ccc(OC)c(NC(=O)Cn2cc(C(=O)c3ccco3)c3ccccc32)c1
[6] CCOC(=O)c1cccc(NC(=O)CSc2nc3ccccc3c(=O)n2CCOC)c1
[14] COCCn1c(SCC(=O)NCCCN2CCCC2=O)nc2sc3c(c2c1=O)CCCC3
Compound,11,8,9,13,3,4,12,5,6,14
A3A deaminase,0,0,1,-1,2,-2,5,-4,-1,/
A3G deaminase,-3,-4,-4,-4,-2,-7,-2,-3,-7,/
EBI2 antag,-9,5,3,1,-20,4,3,21,19,0
CCR6 antag,2,13,12,31,3,4,5,13,18,-8
CXCR6 block,3,2,-4,2,6,0,2,-6,-1,7
GRIN3A LBD mod,1,-2,-1,3,-1,0,-3,-1,-21,2
MPTP inh,-0.6,-1.1,0.8,1.7,1.7,-1.1,1.8,1.7,5.9,-0.8
Gli-Sufu block,-3,11,-5,-5,6,-15,-3,-2,11,4

[2] O=C(NC1CCN(Cc2ccccc2)CC1)C1CCN(S(=O)(=O)c2cccc3nsnc23)CC1
[16] CCOC(=O)CC(=O)CSc1nc2ccccc2c(=O)n1-c1ccc(C(=O)N2CCOCC2)cc1
Compound,2,16
A3A deaminase,-2,3
A3G deaminase,0,-4
EBI2 antag,-4,0
CCR6 antag,7,10
CXCR6 block,-2,0
GRIN3A LBD mod,0,0
MPTP inh,-0.6,-0.6
Gli-Sufu block,59*,0

# (cont.)
[17] O=C(/C=C/NCc1ccc(F)cc1)c1ccccc1
[18] O=C(c1ccc2c(c1)CCN2S(=O)(=O)c1ccccc1)N1CCN(c2ccccc2)CC1
[19] O=C(NCc1ccc(F)cc1)C(Cc1ccccc1)NS(=O)(=O)c1cccs1 (centres undefined)
[20] O=[N+]([O-])c1ccccc1SNc1ccccn1
[21] Cc1ccc(CNC(=O)C2CCCN(S(=O)(=O)c3ccc(F)cc3)C2)cc1 (centres undefined)
[22] CCOc1ccc(N(C)Cc2cc(=O)oc3ccc(OCC)cc23)cc1
[23] CCCCCCCCCCCCCCCC(=O)OC(CC(=O)O)C[N+](C)(C)C (centres undefined)
[24] CC(=O)Nc1c(O)nc(SCc2ccc(Cl)cc2)[nH]c1=O
Compound,17,18,19,20,21,22,23,24
A3A deaminase,2,-4,-4,-2,1,-3,1,-3
A3G deaminase,-2,-7,-1,-4,-7,-4,-1,-8
EBI2 antag,-5,-13,3,-5,-1,8,3,-1
CCR6 antag,9,16,2,-4,12,10,39,-7
CXCR6 block,-2,4,1,-8,-4,2,25,-2
GRIN3A LBD mod,0,0,2,1,1,0,-4,1
MPTP inh,-0.1,1.5,1.1,0.5,0.6,0.4,-5.4,0.5
Gli-Sufu block,-16,38,4,-4,-3,-10,9,-1

[25] CCCn1c(SCc2ccc(C(=O)OC)o2)nc2ccccc2c1=O
[26] Cn1c(=O)c2c(nc(OC/C=C/c3ccccc3)n2C)n(C)c1=O
[27] CC(C)C1OC2c3cccc4cccc(c34)C2N1c1ccccc1 (centres undefined)
[28] CCCNC(=O)c1noc2c1CCc1cc(OC)ccc1-2
[29] CCOC(=O)C1=C(C)Nc2nc3ccccc3n2C1c1ccccc1 (centres undefined)
[30] CCC(C(=O)OCCN(CC)CC)c1ccccc1 (centres undefined)
[31] CCN1CCN(C(=O)CCNC(=O)Cn2ccc3ccccc3c2=O)CC1
[32] COc1ccc(-n2nc([N+](=O)[O-])c(=NCCc3ccc(OC)c(OC)c3)n2O)cc1
Compound,25,26,27,28,29,30,31,32
A3A deaminase,-2,-6,-2,-3,2,-3,0,-3
A3G deaminase,-9,-8,-4,-2,3,-6,-4,-8
EBI2 antag,5,4,31,1,12,5,-6,-18
CCR6 antag,21,-17,22,3,11,-4,-6,-1
CXCR6 block,8,0,18,7,6,7,-6,-33
GRIN3A LBD mod,-1,-1,1,0,1,1,-1,23*
MPTP inh,-0.9,-0.5,-0.2,0.8,0.9,-1.3,0.1,7.8
Gli-Sufu block,15,1,10,-90,9,-1,6,-4

[33] FC(F)(F)c1cccc(NC(=S)Nc2ccc(Cl)cc2Cl)c1
[34] COC(=O)CNC(c1ccccc1Cl)c1cc(Br)ccc1NS(=O)(=O)c1ccc(C)cc1 (centres undefined)
[35] Cc1cc2oc(=O)cc(CN3CCN(Cc4ccccc4)CC3)c2cc1O
[36] COc1ccc(/C=N\N=C2/SC(CC(=O)O)C(=O)N2c2ccc(O)cc2)cc1 (centres undefined)
[37] CC(Oc1cccc(Cl)c1)C(=O)Nc1cc(S(=O)(=O)N2CCOCC2)ccc1N1CCCCC1 (centres undefined)
[38] CC1CC(C)CN(CC(C)(C)NS(=O)(=O)c2ccc(Cl)cc2)C1 (centres undefined)
[39] CC(C)C(=O)Nc1nnc(SCc2cccc(F)c2)s1
[40] COc1ccccc1CC(=O)NCc1nn(-c2ccccc2)nc1C
Compound,33,34,35,36,37,38,39,40
A3A deaminase,2,-2,1,-2,-4,4,2,-1
A3G deaminase,8,-10,-7,0,-10,-3,0,-6
EBI2 antag,-4,8,6,2,16,6,-10,5
CCR6 antag,5,6,-4,-4,15,3,-8,5
CXCR6 block,-10,-5,-6,-3,16,-3,2,1
GRIN3A LBD mod,7,8,-3,0,1,2,-4,-2
MPTP inh,98*,1.9,0.1,-0.1,-3.1,0.7,-1.8,0.5
Gli-Sufu block,16,9,1,2,16,-5,-13,8

[41] COc1ccc(S(=O)(=O)N(C)C[C@H]2Oc3ccc(NC(=O)Nc4ccc(C(F)(F)F)cc4)cc3C(=O)N([C@H](C)CO)C[C@@H]2C)cc1
[42] CN(C)CCNC(=O)C1CC(=O)N(c2ccc(F)c(Cl)c2)C1 (centres undefined)
[43] O=C(Oc1c(CN2CCOCC2)cc(Cl)c2cccnc12)c1ccccc1Br
[44] COc1ccccc1NC(=O)CC1S/C(=N/N=C2\CCCc3ccccc32)NC1=O (centres undefined)
[45] O=C(CSc1nc2ccccc2n1CC(=O)N1CCCC1)Nc1ccc2c(c1)OCO2
[46] CCCCOc1ccccc1-c1ccccc1CN1[C@@H](C(C)C)COCCS1(=O)=O
[47] CC(C)CC1=C/C(=C/c2ccc(-c3ccccc3)o2)C(=O)O1
[48] CC(Sc1nc(N)cc(=O)[nH]1)C(=O)NC1CCCCC1 (centres undefined)
[49] CCOC(=O)c1cc(-c2ccccc2)n(CC(=O)Nc2ccc(OC)cc2)c1C
[50] O=C1CC(N2CCN(c3ccc(S(=O)(=O)N4CCCC4)cc3)CC2)C(=O)N1c1ccc(F)cc1 (centres undefined)
[51] COc1ccc(C2=NOC(C(=O)Nc3cccc(O)c3)C2)cc1 (centres undefined)
Compound,41,42,43,44,45,46,47,48,49,50,51
A3A deaminase,-4,2,-8,-1,6,2,8,-8,-3,-3,-6
A3G deaminase,-4,-2,-5,-7,-3,3,5,-7,-2,-3,-8
EBI2 antag,1,4,5,-1,3,17,3,-1,-1,-7,6
CCR6 antag,10,8,39,2,9,32,47,13,-3,4,5
CXCR6 block,-1,-2,38,8,7,11,1,-5,8,0,-4
GRIN3A LBD mod,22*,0,0,-11,1,5,0,5,2,9,3
MPTP inh,0.9,-1.7,-3.6,0.8,38,-1.3,0.7,-0.2,4.8,-3.0,-0.6
Gli-Sufu block,2,5,-4,14,1,12,-1,/,11,-9,-30
